Cav3 T inh: Cav3.2 calcium influx blockers – cell-based, Fluo-4 calcium fluorescence, FDSS, MLSMR library, primary screen. AID 449739, 2010. 4% of 100,000 active. Cav3.2-expressing cells; hits give low values. Voltage-dependent T-type calcium channel subunit alpha-1H (Homo sapiens), O95180. B-score at 10 µM;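 active = single-dose well whose peak fluorescence ratio is a statistical outlier from its plate by either plate-standardised score or position-corrected B-score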
The depositor's hits bear a star. Only part of the results is shown (hit frequency here may not be typical).

cpd	SMILES	Cav3 T inh
1	COc1ccc(CCC2(C)NC(=O)NC2=O)cc1 (stereo unspecified)	0.43
2	Cc1ccc2c(c1)-c1c(ssc1=S)C(C)(C)N2C(=O)CSC1=NCCS1	-2.1
3	CCCNc1cc(C)oc(=O)c1C(=O)CCC	-0.14
4	Cc1coc2cc3oc(=O)c4c(c3cc12)CCCC4	-1.2
5	CNC(=S)N/N=C1\C(=O)c2cccc3cccc1c23	-0.094
6	O=C(COC(=O)c1ccc(S(=O)(=O)NCc2ccco2)cc1)NC1CCCCCC1	0.073
7	COC(=O)C1(S(=O)(=O)c2cccc3nsnc23)CC1	0.4
8	OC(COCC1COc2ccccc2O1)CN1CCN(c2ccccc2F)CC1 (stereo unspecified)	-0.35
9	CC(C)(C)c1ccc(OCc2nc(-c3ccccn3)no2)c(Br)c1	-3.2
10	CCCn1c(C)nc2c(c1=O)c1nc3ccccc3nc1n2CCC1=CCCCC1	-1.2
11	O=c1cc(-c2ccc(O)cc2)oc2c(O)c(O)c(O)c(O)c12	0.56
12	c1cnc(SCCOc2cccc3ccccc23)nc1	-4.1
13	O=C1Nc2ccc(Br)cc2C1(O)Cc1ccncc1 (stereo unspecified)	0.045
14	O=C(CSc1nnc2sc3ccccc3n12)NCc1ccc2c(c1)OCO2	-0.59
15	Cc1cc(C(=O)Nc2sc3c(c2C#N)CCC3)no1	-0.11

The listing continues.
cpd	SMILES	Cav3 T inh
16	Cc1cc(C2=CC(C)(c3cc(C)oc3C)Nc3nc(C(F)(F)F)nn32)c(C)o1 (stereo unspecified)	-3.5
17	CSc1nc2ccc(NC(=O)C3CC(=O)N(Cc4ccccc4)C3)cc2s1 (stereo unspecified)	-2.2
18	CNS(=O)(=O)c1cccc(C(=O)OCC(=O)N2c3ccccc3CC2C)c1 (stereo unspecified)	1.4
19	COC(=O)c1cc2occc2n1CC(=O)N(C)C1CCCCC1	-0.044
20	O=C(CCc1ccccc1)NC(NC(=S)Nc1ccc(Br)cc1)C(Cl)(Cl)Cl (stereo unspecified)	0.21
21	CC12CCC(C(N)=O)(c3nc4ccccc4nc31)C2(C)C (stereo unspecified)	-0.74
22	O=C(O)CCCNS(=O)(=O)c1cccc2nsnc12	0.012
23	COC(=O)COc1cccc(NS(=O)(=O)c2ccc(NC(C)=O)cc2)c1	0.11
24	CCCOC(=O)/C(C(N)=NCc1ccccc1)=C(\O)OCCC	-2.1
25	O=C(N/N=C/c1cccc([N+](=O)[O-])c1)C1CC(=O)N(c2ccc(Cl)cc2)C1 (stereo unspecified)	-3.7
26	CCCN(CC1CC1)C(=O)Nc1ccccc1C	0.24
27	CCn1c(=O)cc(OCC(=O)NC(C)c2ccc3c(c2)OCCO3)c2ccccc21 (stereo unspecified)	-1.5
28	CCOC(=O)CC(=O)CSc1nc2c(sc(=S)n2-c2ccccc2)c(=O)[nH]1	-2.7
29	O=C(NCc1cccs1)Nc1ccc2c(c1)OCO2	0.53
30	C=CCNc1sc(C(=O)c2ccccc2)c(N)c1-c1nc2ccccc2s1	-1.4

Following part.
cpd	SMILES	Cav3 T inh
31	CCOC(=O)C1=C(C)NC(=O)NC1c1ccc(N(CC)CC)cc1 (stereo unspecified)	-0.095
32	CCO[C@@H]1OC(C(=O)NC2CC2)=C[C@H](c2ccc(C(F)(F)F)cc2)[C@H]1CCCO	0.61
33	CCOC(=O)c1cc2ccc(OC)c(OC)c2c(=O)s1	0.011
34	O=C(CSc1ccc(Cl)cc1)N1CCC(c2nc3ccccc3s2)CC1	-2.8
35	NC(=S)Cc1nc2n(n1)Cc1ccccc1-2	1
36	O=C(Nc1ccc(Br)cc1)c1ccc(CSC2=NCCS2)cc1	-0.046
37	O=C(Nc1cccc2ccccc12)/C(Cl)=C/c1ccccc1	-1.9
38	CC(OC(=O)Cn1c(C(F)(F)F)nc2ccccc21)C(N)=O (stereo unspecified)	-0.14
39	COc1ccc(C(=O)N(CCN2CCOCC2)CC(=O)NC2CCCC2)cc1OC	0.35
40	O=C(C1CCCN(S(=O)(=O)c2cccc3cccnc23)C1)N1CCN(c2ccccc2F)CC1 (stereo unspecified)	-0.41
41	O=C(NCc1ccc2c(c1)OCO2)Oc1ccccc1	-0.03
42	O=C(Cn1nnc(-c2cccs2)n1)N1c2ccccc2Sc2ccc(C(F)(F)F)cc21	-5.4*
43	Cc1ccc(NC(=O)C(C)c2ccc(-c3ccccc3)c(F)c2)c(C)c1 (stereo unspecified)	-0.29
44	Cc1cccc(NC(=O)CC2NC3CCCCC3NC2=O)c1 (stereo unspecified)	0.31
45	CCC/C=C1/CCCOC(C(=O)NCc2ccc(S(C)(=O)=O)cc2)(C(F)(F)F)C1 (stereo unspecified)	0.0053

Ordered by molar mass (smallest number first): some entries from above
cpd	SMILES	Cav3 T inh
31	CCOC(=O)C1=C(C)NC(=O)NC1c1ccc(N(CC)CC)cc1 (stereo unspecified)	-0.095
43	Cc1ccc(NC(=O)C(C)c2ccc(-c3ccccc3)c(F)c2)c(C)c1 (stereo unspecified)	-0.29
32	CCO[C@@H]1OC(C(=O)NC2CC2)=C[C@H](c2ccc(C(F)(F)F)cc2)[C@H]1CCCO	0.61
39	COc1ccc(C(=O)N(CCN2CCOCC2)CC(=O)NC2CCCC2)cc1OC	0.35

Other records.
cpd	SMILES	Cav3 T inh
46	O=C(OCn1nnc2ccccc2c1=O)c1ccco1	0.94
47	c1ccc(OCc2nn3c(-c4cccnc4)nnc3s2)cc1	1.1
48	CC(C)COc1ccccc1C(=O)NC(CO)C(=O)O (stereo unspecified)	-1.9
49	Cc1c(C(=O)NCc2ccc3c(c2)OCO3)oc2ccc(S(=O)(=O)N3CCCCCC3)cc12	-2.5
50	CC1(C)CC(NS(=O)(=O)c2ccc(S(=O)(=O)N3CCOCC3)cc2)CCO1 (stereo unspecified)	0.0063
51	CCC1(COC(NC(=O)c2cccnc2)(C(F)(F)F)C(F)(F)F)COC1	0.056
52	Cc1cccc(C)c1NC(=O)CSc1nnnn1-c1ccc(C(=O)O)cc1	1.3
53	COc1ccccc1NC(=O)CSc1nc(O)cc(=O)n1C	0.059
54	O=C(Cn1cc2c(n1)CCCC2)Nc1ccccc1Br	-0.44
55	CCOCCCNC(=O)Cc1c(C(=O)O)[nH]c2ccc(Cl)cc12	-0.27
56	COC(=O)CSc1ncc(OC)c(OC)n1	0.15
57	CCC(C)c1ccc(Nc2ncccc2C#N)cc1 (stereo unspecified)	-1.4
58	Cc1cc(C)c(S(=O)(=O)NCCC2CCCN2C)c(C)c1 (stereo unspecified)	-1.2
59	c1ccc(-c2noc(-c3ccco3)n2)nc1	-0.36
60	COc1ccccc1NC(=O)c1c(C)cc(=O)oc1C	0.13

4 of the compounds above, with values ahead of the structure:
entry | Cav3 T inh | canonical_smiles
47 | 1.1 | c1ccc(OCc2nn3c(-c4cccnc4)nnc3s2)cc1
48 | -1.9 | CC(C)COc1ccccc1C(=O)NC(CO)C(=O)O (stereo unspecified)
49 | -2.5 | Cc1c(C(=O)NCc2ccc3c(c2)OCO3)oc2ccc(S(=O)(=O)N3CCCCCC3)cc12
50 | 0.0063 | CC1(C)CC(NS(=O)(=O)c2ccc(S(=O)(=O)N3CCOCC3)cc2)CCO1 (stereo unspecified)

The results go on:
cpd	SMILES	Cav3 T inh
61	COc1ccc(-n2c(Cc3cccn3C)nnc2SCC(=O)NCCc2ccccc2)cc1	-1.8
62	CCc1ccc2[nH]c(=O)c(CN(CCN(CC)CC)C(=O)Nc3ccccc3OC)cc2c1	-3.9
63	C=CCn1c(SCC(=O)Nc2sccc2C(N)=O)nc2sc(CC)cc2c1=O	0.018
64	CC(C)NC(=O)C(=O)N/N=C/c1ccco1	0.86
65	CC(C)n1nnnc1SCC(=O)NCc1ccco1	-0.34
66	COc1ccc(CCNC(=O)c2cc(-c3cc(Cl)cc(Cl)c3)oc2C)cc1	-2.3
67	CCOC(=O)c1c(-c2ccc(C)o2)csc1NC(=O)CN1CCOCC1	-3
68	CCOC(=O)N1CCN(C(=O)c2ccc3nc4ccc(Cl)cc4c(=O)n3c2)CC1	-1.1
69	O=C(Nc1ccc(O)c2c(=O)cc(-c3cccc(Cl)c3)oc12)c1cccc(Cl)c1	1
70	CCOC(=O)Cn1ncc2c(=O)oc3ccccc3c21	0.36
71	COCCNC(=O)c1csc2c1CCCC2	0.07
72	CCOC(=O)CNC(=O)CNC(=O)c1ccc(OC)cc1	-0.7
73	C/C(=C\C(=O)O)C12CC3CC(CC(C3)C1)C2	1.4
74	COc1ccc(C(=O)NCCn2cc(SCC(=O)NCc3ccco3)c3ccccc32)cc1	-2.2
75	Cc1nc2ccc(NC(=O)c3cccc(S(=O)(=O)N4CC(C)OC(C)C4)c3)cc2s1 (stereo unspecified)	-0.2

(continued)
cpd	SMILES	Cav3 T inh
76	C=C(C)c1sc(-c2ccccc2)nc1C	0.62
77	CCNc1nc(SC(C(C)=O)C(C)=O)nc(N(C)C)n1	-0.23
78	COCCCn1c(=O)c2ccccc2c2ccccc2c1=O	0.018
79	O=C(NCCc1ccccc1)C1CCN(S(=O)(=O)c2ccccc2)CC1	0.49
80	CCOC(=O)C1CCCN(Cc2cc(OC)c(O)c(OC)c2)C1 (stereo unspecified)	-0.26
81	COc1ccc(CCN2CCC(Nc3nc4ccccc4n3Cc3ccc(F)cc3)CC2)cc1	-5*
82	C=C(Br)CN1CCN(CC(=C)Br)CC1	0.073
83	Cc1cc(NS(=O)(=O)c2ccccc2)no1	-0.34
84	Cc1ccc(C(=O)O)cc1-c1ccc(/C=C2/NC(=O)N(c3ccccc3)C2=O)o1	0.89
85	CCCCN(CCNP(=O)(OCC)OCC)CP(=O)(OCC)OCC	0.4
86	CC1Cc2ccccc2N1C(=O)C1CCCCN1S(=O)(=O)c1ccccc1 (stereo unspecified)	0.042
87	Cc1ccc(-c2noc(CN3CCCCC3)n2)cc1	0.23
88	Cc1cccc(C)c1NC(=O)C(=O)NCCOc1ccc(Cl)cc1	-3.6*
89	COc1cc(C(=O)OCC(=O)N(C)C)cc(NC(=O)c2ccco2)c1OC	1.4
90	CN(C)CCCOC(=O)C1c2ccccc2Oc2ccccc21	0.012

Remaining list, next part.
cpd	SMILES	Cav3 T inh
91	CCOC(=O)c1[nH]c(C)c(C(=O)Nc2ccccc2C)c1C	-0.24
92	Cc1ccc(N2CCN(C(=O)c3ccccc3F)CC2)c(C)c1	-2.4
93	CCOC(=O)Cc1csc(NC(=O)CC)n1	-0.39
94	COC(=O)c1ccc(C2C(C(C)=O)=C(O)C(=O)N2CCO)cc1 (stereo unspecified)	0.58
95	COc1cc(C(c2sc3nc(C)nn3c2O)N2CCC3(CC2)OCCO3)cc(OC)c1OC (stereo unspecified)	-0.086
96	COc1cccc(C(=O)NCCC2=CCCCC2)c1	0.067
97	CCN(CC)C(=O)CC(c1ccc(F)cc1)c1ccco1 (stereo unspecified)	0.33
98	COc1ccc(N2CCN(CCNC(=O)c3ccc(NC(=O)C4CCCO4)cc3)CC2)cc1 (stereo unspecified)	0.62
99	Clc1ccc(Cc2nc(-c3cccnc3)no2)cc1	-1.3
100	CN(Cc1ccccc1)C(=O)N[C@@H](Cc1ccccc1)C(=O)O	-0.089
101	CCCc1nnc(NC(=O)CCC(=O)N2CCN(CCn3c(C)ccc3C)CC2)s1	-0.33
102	O=C(Nc1ccncc1)C1CC1c1ccccc1 (stereo unspecified)	0.86
103	Cc1occc1C(=O)N1N=C(C2CC2)CC1(O)C(F)(F)F (stereo unspecified)	-0.29
104	COc1ccc(C2NCCC3(O)CCCCC23)c(OC)c1OC (stereo unspecified)	0.38
105	Cc1ccc(SCC(=O)NCCCN2CCOCC2)cc1	-0.6

Some of these compounds in order of their number in Cav3 T inh, lowest first.
cpd	SMILES	Cav3 T inh
93	CCOC(=O)Cc1csc(NC(=O)CC)n1	-0.39
96	COc1cccc(C(=O)NCCC2=CCCCC2)c1	0.067
98	COc1ccc(N2CCN(CCNC(=O)c3ccc(NC(=O)C4CCCO4)cc3)CC2)cc1 (stereo unspecified)	0.62

Next structures
cpd	SMILES	Cav3 T inh
106	O=S1(=O)C=C(SCCN2CCCCC2)c2ccccc21	0.11
107	CSc1nc(C)c(C(=O)Nc2ccccc2)c(C)c1C#N	-0.58
108	CC(=O)N1CCN(Cc2nc3cc(NC(=O)c4ccc(Cl)cc4)ccc3n2C)CC1	0.21
109	CCC(C)(C(=O)NC1CCCCC1)N(C(=O)c1ccccn1)c1ccc(C)cc1 (stereo unspecified)	-0.012
110	O=C(Nc1ccc(N2CCN(C(=O)c3ccccc3)CC2)c(Cl)c1)c1cccnc1	1.4
111	OC(COc1ccc(OCc2ccccc2)cc1)CN1CCOCC1 (stereo unspecified)	1.1
112	O=C(c1ccc(F)cc1)N1CCCCC(Sc2nnc3ccccn23)C1=O (stereo unspecified)	1.9
113	CCn1c(SCc2nc3ccccc3c(=O)[nH]2)nc2ccccc2c1=O	-1.5
114	CC1(C)Cc2c(sc3nc(-c4ccccc4Cl)n(N)c(=O)c23)CO1	0.51
115	Cc1nn(C)c(C)c1S(=O)(=O)N1CCCC(C(=O)NC2CCCCC2)C1 (stereo unspecified)	0.68
116	COc1ccc(CC(=O)N2CCNC2=O)cc1	0.74
117	Cc1cc(SCC#N)n2nc(C)c(-c3ccccc3)c2n1	0.8
118	COC(=O)CCC(=O)N1CCc2cc(S(=O)(=O)N3CCN(c4ccccc4Cl)CC3)ccc21	-0.2
119	CCn1c(SCC(=O)c2ccc(Br)cc2)nnc1C(C)NC(=O)Cc1ccc(OC)cc1 (stereo unspecified)	0.7
120	CCOC(=O)c1cnc2ccccc2c1NCCO	-0.11

New compounds follow.
cpd	SMILES	Cav3 T inh
121	COc1ccc(OC)c(C2c3c(oc4ccccc4c3=O)C(=O)N2CCCN(C)C)c1 (stereo unspecified)	-0.13
122	Cc1ccc(-c2nc(CS(=O)(=O)CC(=O)N3CCc4ccccc4C3)c(C)o2)cc1	-9*
123	Nc1c(C(=O)NCc2ccco2)nnn1CC(=O)Nc1ccccc1	-0.11
124	O=C(NC1CCCC1)C(c1ccccc1)N(C(=O)c1ccco1)C1CCCC1 (stereo unspecified)	-3.1
125	CCOC(=O)CN1C(=O)C(=O)c2cc(C)ccc21	0.058
